# NPR2 activator: human GC-B receptor activators, primary screen, HEK293 GC-B cells, cGMP TR-FRET, EC30 CNP | 0.11% of 370,000 active | 0% at EC30 CNP, 100% saturating CNP | activation, % at 10 µM;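 active means activation at 10 µM reaching about 35% in either raw or pattern-adjusted values, limit read from the data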
# UHRF1 binding: UHRF1 methylated DNA binding inhibitors, primary screen, counter-screen for MBD2 inhibitor project, biochemical, TR-FRET, human UHRF1, single concentration; E3 ubiquitin-protein ligase UHRF1 (Homo sapiens), Q96T88; 0.75% of 370,000 active; inhibition, % at 4.4 µM; UHRF1 binding to methylated oligo; in the data active means inhibition above about 21%;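 further: UHRF1 SRA domain binding a hemimethylated CpG hairpin DNA probe; 0% = median of test compound wells and 100% = reference inhibitor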
# ABHD4 inh: ABHD4 inhibitors, primary screen, biochemical, fluorescence polarization, mouse; (Lyso)-N-acylphosphatidylethanolamine lipase (Mus musculus), Q8VD66; purified mABHD4, FP-Rh probe fluorescence polarization; inhibition, % at 8.92 µM; 0.54% of 370,000 active; AID 720543, 2013;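 active means inhibition exceeding the mean over every tested compound plus 3 SD, cut at about 30% in these data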;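 further: 0% = plate median of compound wells and 100% = S159A mutant with DMSO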
#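 Assay system: mABHD4 protein; medium: HEPES pH 7.0, NaCl, Pluronic buffer; dosing: 8.92 µM, single dose; schedule: 45 min + 60 min at 25 °C; signal: FP readout, ex 525 nm / em 598 nm; read-out: normalized percent inhibition of probe labeling; repeats: single replicate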
# PRMT1 inh: PRMT1 methyltransferase inhibitors, primary screen, biochemical, fluorescence polarization; Protein arginine N-methyltransferase 1 (Homo sapiens), Q99873; recombinant PRMT1, activity-based probe fluorescence polarization; inhibition, % at 2.79 µM; 1.3% of 370,000 active; AID 652257, 2013;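 active means inhibition above about 21% made by adding two undisclosed values, limit read from the data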
# TCR-CD3 inh: inhibitors of human TCR-CD3 interaction, primary screen, biochemical, fluorescence, TAMRA-labeled TCR probe | T-cell receptor (TCR) | 0.37% of 360,000 active | inhibition, % at 9.4 µM; in the data active means inhibition above about 19%;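 further: recombinant mutant TCR 2C K166C tagged with TAMRA read by polarization; 0% = receptor in buffer alone and 100% = receptor with positive control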
# rCAG binder: binders of r(CAG) RNA repeats, primary screen, biochemical, fluorescence. r(CAG) RNA repeat, TO-PRO-1 dye displacement fluorescence. inhibition, % at 3 µM. 1.3% of 370,000 active. AID 651821, 2012;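 active means inhibition above the plate cutoff, the mean of all test compounds on that plate plus 3 SD, cut at about 35% in these data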;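 further: 0% = DMSO alone and 100% = 100 µM mitoxantrone as full dye displacement; higher means more dye released from RNA so lower well fluorescence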
# SIAE inh: human SIAE inhibitors, primary screen, biochemical, fluorescence polarization, FP-Rh probe, 1536-well HTS | Sialate O-acetylesterase (Homo sapiens), Q9HAT2 | SIAE FP-Rh probe binding | inhibition, % at 9.66 µM | 0.69% of 370,000 active | AID 1053197, 2014;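 active means inhibition above a cutoff: mean of compounds within the control limits plus 3 SD of those, cut at about 17% in these data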;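 further: 0% = plate median of compound wells and 100% = probe without SIAE protein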
# NPR1 activator: GC-A stimulated cGMP production enhancers – HEK293 GC-A cells, cGMP TR-FRET, EC30 ANP, primary screen; Atrial natriuretic peptide receptor 1 (Homo sapiens), P16066; 0% at EC30 ANP, 100% saturating ANP; activation, % at 10 µM; 0.14% of 370,000 active; AID 1671463, 2021; in the data active means activation above about 40%
# Target sequence (P16066 whole entry, looked up): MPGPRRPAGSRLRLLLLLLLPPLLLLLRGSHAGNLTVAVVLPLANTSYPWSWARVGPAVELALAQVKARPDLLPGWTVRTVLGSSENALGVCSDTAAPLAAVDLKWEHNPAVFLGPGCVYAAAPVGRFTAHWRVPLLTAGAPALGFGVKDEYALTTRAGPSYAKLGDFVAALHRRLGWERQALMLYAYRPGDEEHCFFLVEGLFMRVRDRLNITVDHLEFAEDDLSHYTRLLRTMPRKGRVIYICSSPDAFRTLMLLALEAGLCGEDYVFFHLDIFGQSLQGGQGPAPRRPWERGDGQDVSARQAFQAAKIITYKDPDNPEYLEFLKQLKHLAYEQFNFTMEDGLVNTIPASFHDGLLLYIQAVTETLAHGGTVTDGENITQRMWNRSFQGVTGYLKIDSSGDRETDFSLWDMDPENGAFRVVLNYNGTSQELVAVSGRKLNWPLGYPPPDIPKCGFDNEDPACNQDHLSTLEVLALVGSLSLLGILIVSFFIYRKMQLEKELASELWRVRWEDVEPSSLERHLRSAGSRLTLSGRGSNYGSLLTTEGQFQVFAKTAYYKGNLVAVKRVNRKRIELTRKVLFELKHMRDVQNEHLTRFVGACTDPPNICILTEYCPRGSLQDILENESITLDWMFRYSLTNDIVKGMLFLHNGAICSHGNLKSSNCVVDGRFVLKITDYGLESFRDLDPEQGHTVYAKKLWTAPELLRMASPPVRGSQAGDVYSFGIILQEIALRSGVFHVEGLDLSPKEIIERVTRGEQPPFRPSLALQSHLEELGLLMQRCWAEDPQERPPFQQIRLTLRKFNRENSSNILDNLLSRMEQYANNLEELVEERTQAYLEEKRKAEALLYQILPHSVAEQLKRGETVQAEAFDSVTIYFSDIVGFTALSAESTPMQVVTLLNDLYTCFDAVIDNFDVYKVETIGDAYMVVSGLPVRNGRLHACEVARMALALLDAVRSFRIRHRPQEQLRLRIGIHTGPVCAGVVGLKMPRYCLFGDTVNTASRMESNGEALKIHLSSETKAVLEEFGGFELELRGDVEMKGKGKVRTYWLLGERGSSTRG
# MBD2 DNA inh: inhibitors of MBD2 binding to methylated DNA, primary screen, biochemical, TR-FRET, DNA-binding domain, human. MBD2 binding to methylated oligonucleotide. Methyl-CpG-binding domain protein 2 (Homo sapiens), Q9UBB5. inhibition, % at 4.4 µM. 0.31% of 370,000 active; in the data active means inhibition above about 13%
# HTRA1 inhibitor: HTRA1 serine protease inhibitors, primary screen, biochemical, fluorescence polarization, HTS; 0.5% of 340,000 active; inhibition, % at 5.96 µM; recombinant HTRA1, FP-rhodamine activity-based probe; in the data active means inhibition above about 36%;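 further: 0% = enzyme with DMSO and 100% = wells lacking enzyme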
# * = called active by the depositor; / = not tested or not shown. The list is partial; count on the stated rates, not on these rows.
SMILES,NPR2 activator,UHRF1 binding,ABHD4 inh,PRMT1 inh,TCR-CD3 inh,rCAG binder,SIAE inh,NPR1 activator,MBD2 DNA inh,HTRA1 inhibitor
COc1ccccc1NC(=O)c1sc2ncn(Cc3cccc(C)c3)c(=O)c2c1C,3,3,1,2,-2,3,-5,1,2,-3
Cc1ccc(CN2CC(C(=O)N3CCN(S(=O)(=O)c4cccc(F)c4)CC3)CC2=O)cc1 (stereo not given),-2,-1,-1,-3,-6,-3,-6,3,-2,-2
O=C(c1ccsc1)N1CCCC(N2CCN(c3cccc(Cl)c3)CC2)C1 (stereo not given),-5,-2,-2,-3,-3,-6,3,2,-7,7
CCSc1nnc(-c2ccc(Cl)cc2Cl)o1,-3,-2,0,-2,8,-3,-1,30,4,-7
CCCCn1nnnc1NCc1ccc(N2CCCC2)cc1,6,-3,3,-1,2,4,-6,1,1,20
CC(=O)c1cccc(NC(=O)COC(=O)Cc2ccc(Cl)cc2)c1,-3,0,0,-3,1,3,12,0,-1,-4
COc1ccc(C(=O)NCc2cccnc2)cc1OC,5,-2,3,-3,2,0,14,3,-2,-1
CC(=O)O[C@@H]1C=C[C@@H](C#Cc2ccc(C(C)(C)C)cc2)O[C@@H]1COC(=O)Nc1ccccc1,4,6,-24,7,-2,14,-14,7,1,/
CC(C)N1CCCC(C)(C(=O)Nc2nc3ccccc3[nH]2)C1 (stereo not given),4,0,2,-3,0,1,2,-2,-8,/
COc1ccc(OC(=O)COc2cccc(C)c2)cc1,-15,1,2,-1,-4,2,3,-2,-2,7

# The last 2 records of the section before are carried over, then new ones follow:
SMILES,NPR2 activator,UHRF1 binding,ABHD4 inh,PRMT1 inh,TCR-CD3 inh,rCAG binder,SIAE inh,NPR1 activator,MBD2 DNA inh,HTRA1 inhibitor
CC(C)N1CCCC(C)(C(=O)Nc2nc3ccccc3[nH]2)C1 (stereo not given),4,0,2,-3,0,1,2,-2,-8,/
COc1ccc(OC(=O)COc2cccc(C)c2)cc1,-15,1,2,-1,-4,2,3,-2,-2,7
O=C(COc1ccc(S(=O)(=O)NCc2ccccc2)cc1Cl)NCc1ccncc1,1,-1,1,-1,0,2,-1,1,4,4
COc1cc(OC)c(C(=O)OC(C)C(=O)Nc2cc(C(F)(F)F)ccc2Cl)cc1OC (stereo not given),8,-1,-1,0,-1,-6,11,7,-1,-15
Cc1cnc(NC(=O)c2ccco2)s1,-3,1,3,-4,-2,0,8,-3,-2,0
O=C1c2ccccc2C(=O)N1CC1CO1 (stereo not given),0,1,3,2,4,1,3,-4,-6,3
CCc1cccc(NC(=O)C2CCCN2S(=O)(=O)c2ccc3c(c2)n(C)c(=O)c(=O)n3C)c1 (stereo not given),-2,1,2,0,3,-2,2,3,4,0
CCCS(=O)(=O)N1CCC(CCOc2ccccc2)(C(=O)OCC)CC1,4,0,-3,-1,2,-8,0,1,-1,-2
CCOP(=O)(c1ccccc1)C1(C#N)CCCC1 (stereo not given),3,3,8,-1,-2,-2,-2,0,1,7
COc1cccc(-n2nnc3c(=O)n(C/C=C/c4ccccc4)cnc32)c1,-5,3,1,-4,1,3,-13,1,-1,-1
N#Cc1ccccc1OCC(=O)Nc1ccc2c(c1)OCO2,3,-1,3,-2,-4,1,-1,1,1,-2
O=C(Nc1nc2ccccc2[nH]1)c1ccc(Br)o1,1,2,-2,2,-4,0,1,-4,2,-1
Cn1cccc1Cc1nnc(SCC(=O)Nc2ccc(F)cc2)n1CCc1ccccc1,-10,-3,-8,6,-5,5,3,-11,-7,-6
COC(=O)[C@]12C[C@H](CC(=O)NCCCN3CCCC3=O)C(=O)N(Cc3ccc4c(c3)OCO4)C1=C[C@H](C(C)(C)C)O[C@@H]2C,14,-1,3,-2,6,-1,-1,4,-3,/
CCOC(=O)c1ccc(NC(=O)CSc2nc3ncccc3[nH]2)cc1,-2,0,-32,0,4,1,-2,-3,-5,-6
O=C(COC(=O)/C=C/c1ccccc1)NC1CCS(=O)(=O)C1 (stereo not given),0,2,-2,-2,-10,0,-4,5,0,10
Cc1cc(=O)n2[nH]cc(C(=O)O)c2n1,-2,-5,-4,-1,4,-2,3,-3,-5,-1
Cc1ccc(S(=O)(=O)c2c(C)nn(-c3ccccc3)c2OC(=O)c2ccco2)cc1,3,-5,6,1,3,5,3,1,-4,-1
O=C(c1cc2c(c(-c3cccc(-c4ccc(F)cc4)c3)n1)[C@H](CCO)N(C(=O)c1ccc3c(c1)OCO3)C2)N1CCOCC1,-8,-1,-4,-2,5,6,1,1,-2,/
CCOc1ccc(NC(=O)CN2C(=O)NC3(CCCC3)C2=O)cc1S(=O)(=O)N1CCCCC1,0,2,-4,3,-1,5,-3,0,1,-2
CCN(Cc1nc2ccccc2n1C)c1ccccc1,-8,-4,3,0,2,0,0,-12,1,6
COc1ccc(CNC(=O)C2CCN(S(=O)(=O)N3CCC(C)CC3)CC2)c(OC)c1,3,0,5,3,-4,-1,7,-2,2,-2
Cc1ccc(CNC(=O)C2CCC(=O)N(CC3CCCCC3)C2)o1 (stereo not given),3,0,-9,2,-6,0,0,3,-3,2
COc1cc(CCC(=O)OCC(=O)N2CCc3ccccc32)cc(OC)c1OC,1,0,5,-3,1,-7,2,-4,-1,-9
CC1Cc2ccccc2N1Cc1cc(=O)c(OCC(=O)Nc2ccccc2)co1 (stereo not given),-4,-2,6,1,-1,3,11,0,-7,-3
O=C1C2ON(c3ccc(Br)cc3)C(c3cccnc3)C2C(=O)N1C1CCCCC1 (stereo not given),-8,-1,-2,-2,5,-3,3,-11,-3,6
CN(C)c1ccc(C(CNC(=O)Cc2cccc3ccccc23)N(C)C)cc1 (stereo not given),-4,-3,1,1,4,-6,5,-6,1,7
CN(C)CCCOc1ccc(C(C)(C)c2ccccc2)cc1,1,-1,12,-1,-2,1,4,-4,-1,9
Cc1cccc(OCC(=O)Nc2nccs2)c1C,-3,-1,-11,-1,0,-3,4,0,0,-1
COc1ccc(Cn2nnnc2C(c2ccccn2)N2CCN(c3cc(Cl)ccc3C)CC2)cc1 (stereo not given),-4,-3,-5,-2,-5,-2,3,14,-2,-37
CCSc1nc(-c2ccccc2)nc(C(Cl)Cl)n1,1,-1,-2,7,1,0,16,6,-1,-8
O=C(Nc1ccccc1OC(F)F)c1ccc(-n2cncn2)c([N+](=O)[O-])c1,-2,2,0,-2,8,0,-13,-2,-4,-4
CCCC(C)NC(=O)CN1C(=O)c2cccc3cccc1c23 (stereo not given),3,-3,-2,-7,-2,-3,-3,-3,-8,-5
CN(CCOc1ccccc1)c1ccc(S(=O)(=O)N2CCCCC2)cn1,-3,-3,-4,1,-1,-3,-2,2,1,-9
O=C(Nc1c(-c2ccccc2)nc2ccccn12)c1cccs1,4,5,-4,0,7,2,8,2,-4,-3
CCC(CC)C(=O)Nc1cc([N+](=O)[O-])ccc1Cl,3,-2,6,2,2,0,-7,-1,-3,-8
CCCCC(=O)NNC(=S)NC(=O)c1ccc([N+](=O)[O-])cc1,3,-5,3,4,7,1,15,6,-1,3
O=C(C=Cc1cccnc1)c1ccccc1,-9,3,-12,12,-2,1,-3,12,11,2
CC(=O)N/C(=C\c1ccccc1)C(=O)OCC(=O)Nc1ccc(C)c(S(=O)(=O)N(C)C)c1,2,-2,-6,2,7,8,21*,0,0,-10
CCOC(=O)C(C#N)(Cc1cc(OC)cc(OC)c1)Cc1cc(OC)cc(OC)c1,-20,-3,-17,0,0,-4,2,-16,3,-17
O=C(Oc1ccc(C(=S)N2CCOCC2)cc1Cl)c1ccccc1F,-4,2,-3,7,-2,-3,-1,-2,-1,-1
COc1cccc(-c2csc(N3CCN(C(=S)Nc4cccc(Cl)c4)CC3)n2)c1,-3,0,-9,4,0,4,-1,4,5,-21

# 5 entries from above, sorted by the number in SIAE inh, descending:
Molecule	SIAE inh
CC(=O)N/C(=C\c1ccccc1)C(=O)OCC(=O)Nc1ccc(C)c(S(=O)(=O)N(C)C)c1	21*
O=C(Nc1c(-c2ccccc2)nc2ccccn12)c1cccs1	8
CCOC(=O)C(C#N)(Cc1cc(OC)cc(OC)c1)Cc1cc(OC)cc(OC)c1	2
O=C(Oc1ccc(C(=S)N2CCOCC2)cc1Cl)c1ccccc1F	-1
CCCC(C)NC(=O)CN1C(=O)c2cccc3cccc1c23 (stereo not given)	-3

# (next part)
SMILES,NPR2 activator,UHRF1 binding,ABHD4 inh,PRMT1 inh,TCR-CD3 inh,rCAG binder,SIAE inh,NPR1 activator,MBD2 DNA inh,HTRA1 inhibitor
COc1ccc(F)cc1S(=O)(=O)N1CC(C)CC(C)C1 (stereo not given),-3,3,2,4,-2,-2,-1,-4,1,-6
COc1ccccc1C(=O)NCCC(=O)NC1CCCC(C)C1C (stereo not given),-1,-3,1,-2,-7,-7,0,0,1,0
N#CC1C(=O)NC(=O)C(C#N)C12CCCC(C(F)(F)F)C2 (stereo not given),2,-3,1,-1,5,2,4,2,0,-2
Cc1ccc(NC(=O)C2CCCN(S(=O)(=O)c3cccnc3)C2)cc1C (stereo not given),-5,-2,-2,-1,0,-3,0,3,4,-4
CCC(C)(C)NC(=O)C(c1ccc(OC)cc1)N(C(=O)CCC(=O)Nc1cc(C)on1)c1ccc(F)cc1 (stereo not given),-9,13,2,-4,7,1,1,-13,1,-11
O=C(NCC(=O)N(c1cccc(F)c1)C(C(=O)NC1CCCC1)c1ccncc1)c1cccs1 (stereo not given),-8,3,3,1,-10,0,-4,-6,6,3
CCOc1ccc(C2/C(=C(/O)c3ccc(OC)cc3)C(=O)C(=O)N2c2cc(C)on2)cc1OC (stereo not given),-3,0,-1,2,6,6,-2,0,-5,-1
COc1ccc(C2(CCN=Cc3ccc(N(C)C)cc3)CCOC(C)(C)C2)cc1 (stereo not given),-6,0,4,1,4,3,3,-1,-7,-1
CO[C@@H]1[C@H](O)CC[C@]2(O)CN(c3ccccc3)[C@](C)([C@H](O)CC=C(C)C)[C@@H]12,1,3,10,2,-3,6,6,1,-3,/
CN(CC(=O)Nc1ccccc1Br)C(=O)c1cccn1C,0,-2,-2,-3,-6,5,8,2,-2,0
COc1ccc(Br)c(OC)c1C(=O)NC(=O)Nc1c(F)cccc1F,9,1,-5,-1,-7,-5,-6,-3,3,-1
Cc1ccc(S(=O)(=O)N2CCN(C(=O)COc3ccc(Br)cc3)CC2)cc1,-5,14,-4,-3,3,1,-1,-3,10,10
COc1ccc2nc3c(cc2c1)c(NC(=O)C1CCCO1)nn3CC(C)C (stereo not given),6,0,-3,1,-4,-1,-2,-3,0,-26
CC12CCC(=O)N1C(C(=O)Nc1ccc(S(=O)(=O)N3CCCCC3)cc1)CS2 (stereo not given),-2,5,-5,3,3,-3,1,4,2,-3
Cc1nnc(SCC(=O)Nc2cc(C(C)(C)C)nn2-c2ccccc2)s1,5,3,4,-1,5,-4,-4,-1,2,-2
